Compound activity (PubChem BioAssay)
BRCA1 expr up: increases BRCA1 expression | MCF7-BRCA1-FFLuc reporter, luminescence, 48 h; response scale: scaled: vehicle 0%, 10 µM genistein 100% | Potency, µM (highest dose often 46.1 µM), inactives show top-dose activation, hits mostly activators | 380,000 compounds, 1.1% hits | AID 624202; further: nearly all actives have a fitted effect of over 80% in size; some results filed as inactive show a strong effect at the top dose
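Compounds are tested at multiple concentrations on MCF7 BRCA1-luciferase reporter cells seeded at 2000 per well; after 48 h, a single luminescence end-point is taken and curves fitted to the normalized data.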
Rab9 prom act: activators of Rab9 promoter. Huh7 Rab9 promoter-luciferase reporter, luminescence, 24 h. Potency, µM (highest dose often 9.22 µM), inactives show at the top dose activation, negative = inhibition, actives largely listed as activators. 320,000 compounds, 2.8% hits. AID 485297; further: % of control where 0% means no effect; nearly all actives have a fitted effect of over 60% in size
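Luciferase signal after 10 min detection reagent at ambient indicates Rab9 promoter upregulation; stably transfected Huh7 cells were treated 24 h with compound in DMSO at 37 °C, 5% CO2.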
NPC1 prom act: NPC1 promoter activation | Huh7 NPC1 promoter luciferase reporter, 24 h | Potency, µM (titrated, usually from 9.22 µM), for the others: top-dose activation, actives largely listed as activators | 320,000 compounds, 2.4% hits | AID 485313;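 further: % of control where 0% means no effect; nearly all actives have a fitted effect of over 60% in size; reporter is driven by a mutant NPC1 promoter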
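Quantitative HTS used a cell-based reporter: Huh7 cells stably bearing the NPC1 promoter upstream of luciferase were treated with compounds for 24 h, and promoter activation was read as luminescence.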
RORgamma inh: blocks mouse ROR gamma transcriptional activity. P51450. Drosophila S2 Gal4-RORgamma UAS-luciferase reporter, 20 h. Potency, µM (titrated, usually from 53.6 µM), for the others: top-dose activity change, negative = inhibition, actives largely listed as inhibitors. 310,000 compounds, 5.4% hits. AID 2551; further: on the % scale 0 is the no-effect control and ±100 the full control effect; nearly all actives have a fitted effect of over 60% in size
Target sequence (P51450 whole entry, looked up, the tested form may be a part): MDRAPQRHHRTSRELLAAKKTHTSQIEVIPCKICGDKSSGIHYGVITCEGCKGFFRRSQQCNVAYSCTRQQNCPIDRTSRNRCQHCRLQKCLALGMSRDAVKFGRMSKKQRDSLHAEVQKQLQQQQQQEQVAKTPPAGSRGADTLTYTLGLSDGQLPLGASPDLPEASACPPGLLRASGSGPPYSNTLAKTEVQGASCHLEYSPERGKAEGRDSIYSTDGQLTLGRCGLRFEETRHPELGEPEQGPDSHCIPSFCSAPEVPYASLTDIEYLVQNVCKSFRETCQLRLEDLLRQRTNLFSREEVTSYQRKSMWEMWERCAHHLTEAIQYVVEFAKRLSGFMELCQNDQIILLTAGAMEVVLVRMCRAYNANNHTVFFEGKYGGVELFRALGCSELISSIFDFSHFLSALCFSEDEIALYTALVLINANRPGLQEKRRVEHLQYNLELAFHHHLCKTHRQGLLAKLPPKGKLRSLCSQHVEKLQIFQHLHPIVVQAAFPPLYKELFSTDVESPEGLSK
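Compounds are pin-transferred onto Drosophila Schneider cells expressing a copper-inducible Gal4–ROR gamma transactivation domain fusion. After 1 hr, copper sulfate is added to 700 uM final; luciferase is read 20 hr later.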
MBNL1-CUG inh: MBNL1-poly(CUG) RNA binding inhibition | Q9NR56 | Potency, µM (titrated, usually from 57.5 µM), for inactives: at the highest dose activity change, negative = inhibition, usual class: inhibitors | 280,000 compounds, 0.036% hits | TR-FRET MBNL1-His/biotin-(CUG)12 binding, 665/545 ratio; active means well fitted inhibition curve with a large enough effect in the signal ratio, with a control signal flat, not every such curve was filed as active; inconclusive means small, poorly fitted or top-dose-only effect, or effect the other way, or a change in a side signal; inactive means no such curve, though single readings can be large or run the other way; the % refers to the signal ratio; further: on the % scale 0 is the no-effect control and ±100 the full control effect
Target sequence (Q9NR56 whole entry, looked up): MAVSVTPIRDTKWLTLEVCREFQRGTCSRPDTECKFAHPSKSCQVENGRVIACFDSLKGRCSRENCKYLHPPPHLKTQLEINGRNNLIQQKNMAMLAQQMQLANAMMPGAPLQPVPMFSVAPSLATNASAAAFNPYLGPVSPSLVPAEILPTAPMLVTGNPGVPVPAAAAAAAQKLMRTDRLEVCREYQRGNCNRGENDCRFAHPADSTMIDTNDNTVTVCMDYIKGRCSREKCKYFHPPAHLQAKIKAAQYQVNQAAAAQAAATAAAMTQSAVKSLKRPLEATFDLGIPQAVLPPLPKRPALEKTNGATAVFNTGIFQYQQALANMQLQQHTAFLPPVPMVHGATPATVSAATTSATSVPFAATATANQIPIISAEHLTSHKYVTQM
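His-tagged MBNL1 binding to biotinylated (CUG)12 RNA was measured by TR-FRET using terbium anti-His antibody (0.055 ng/ul final) and streptavidin-XL665 (5 nM final). Compounds were titrated 92 nM to 58 uM; 60 min at room temperature.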
VP16 counter: Gal4-VP16 reporter inhibition counter-screen. Drosophila S2 Gal4-VP16 UAS-luciferase, luminescence, 20 h. Potency, µM (titrated, usually from 53.6 µM), for the others: at the highest dose activity, negative = inhibition, usual class: inhibitors. 310,000 compounds, 3.5% hits. AID 2546;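 further: Gal4-VP16 expression switched on by copper sulfate through the metallothionein promoter; on the % scale 0 is the no-effect control and ±100 the full control effect; nearly all actives have a fitted effect of over 50% in size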
uPA surface inh: cell surface uPA generation inhibition | cell surface uPA generation assay, qHTS | Potency, µM (highest dose often 38.3 µM), inactives show top-dose activity change, negative = inhibition, actives largely listed as inhibitors | 330,000 compounds, 0.31% hits | AID 540303; active means well fitted inhibition curve with a large enough effect; inconclusive means small, poorly fitted or top-dose-only effect; inactive means no such curve, though single readings can be large or run the other way; tested in mouse RAW 264.7 cells; further: on the % scale 0 is the no-effect control and ±100 the full control effect; nearly all actives have a fitted effect of over 55% in size
ELG1 genotoxic: induces genotoxicity in HEK293T cells with luciferase-tagged ELG1; HEK293T ELG1-luciferase reporter, luminescence, 16 h; Potency, µM (series often up to 46 µM), without a hit: at the highest dose activity change, positive = activation, most hits filed as activators; 330,000 compounds, 1.3% hits; AID 504466; further: % of control where 0% means no effect; nearly all actives have a fitted effect of over 60% in size
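Reporter readout depends on ELG1 protein level, which increases with genetic stress. After 16 hr compound exposure at 37 °C, luciferase activity was quantified using ONE-Glo.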
FLuc counter: counter-screen for miR-21 project: firefly luciferase inhibitors or activators | purified FLuc, Km substrates, luminescence inhibition | Potency, µM (highest dose often 57.5 µM), for inactives: top-dose activity change, negative = inhibition, actives largely listed as inhibitors | 360,000 compounds, 6.9% hits | AID 588342;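 further: plate controls were vehicle for no effect and reference inhibitor for full effect; nearly all actives have a fitted effect of over 55% in size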
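Purified P. pyralis luciferase (10nM final) with 10uM D-luciferin and 10uM ATP (Km levels) in 50mM Tris acetate pH 7.5, 10mM Mg acetate, 0.01% Tween-20, 0.05% BSA; qHTS 6-point titration, ~60 µM downward; luminescence read.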
p53 reactivator: mutant p53 re-activation in reporter cells; H1299 p53-A138V BP100-luciferase reporter, luminescence, 24 h; Potency, µM (series often up to 92.2 µM), without a hit: at the highest dose activity change, positive = activation, actives largely listed as activators; 320,000 compounds, 0.063% hits; AID 504706; further: % of control where 0% means no effect; nearly all actives have a fitted effect of over 45% in size
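p53-null H1299 cells stably carrying temperature-sensitive p53-A138V and a BP100-luciferase reporter were pinned with compounds (4-point, 1:5 series) and held 24 hrs at 37 deg C. Luminescence was read 10 min after detection reagent.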
Active calls of the source: *; ? = inconclusive; / = not tested or not shown; [ ] = remark or other dose. Unless noted, the call rests on the fitted dose curve; in most records, active means well fitted curve in the direction sought with a large enough effect; inconclusive means small, poorly fitted or top-dose-only effect, or another doubt; inactive means no such curve, though single readings can be large; an effect the other way counts as inactive or inconclusive. Potency means the concentration at half of the fitted maximal effect.

SMILES	BRCA1 expr up	Rab9 prom act	NPC1 prom act	RORgamma inh	MBNL1-CUG inh	VP16 counter	uPA surface inh	ELG1 genotoxic	FLuc counter	p53 reactivator
C=CCNC(=O)c1ccc(CN2CCC(Cc3ccccc3)CC2)cc1	-21.4%	-2.9%	2.7%	-30.1%	?	6.2%	-29.3%	-7.8%	2.2%	/
Cc1c(NC(=O)COC(=O)c2ccc(S(=O)(=O)N3CCOCC3)cc2)c(=O)n(-c2ccccc2)n1C	2.7%	-1.7%	1.8%	5.1%	-9.1%	-13.0%	3.9%	2.9%	-1.7%	2.3%
COCC(=O)N1CCC(n2nnc3cc(C(F)(F)F)ccc32)CC1	2.4%	0.1%	-3.9%	14.4%	-3.0%	-1.7%	-12.3%	-0.1%	5.6%	-1.1%
CCC(=O)N1CCc2cc(S(=O)(=O)CCC(=O)N3CCCC(C)C3)ccc21 (stereo not given)	7.1%	-1.3%	0.4%	-2.5%	0.4%	-1.6%	5.5%	3.3%	-0.3%	8.0%
O=c1cc(-c2ccccc2)nc(N2CCN(Cc3ccccc3)CC2)[nH]1	-12.9%	-0.2%	3.1%	19.6%	3.8%	-8.6%	1.8%	-1.3%	5.7%	0.7%
Cc1nn(Cc2ccc(F)cc2)c(C)c1NC(=O)c1cc2ncc(Br)cn2n1	-11.6%	-11.3%	-0.5%	7.2%	?	-1.5%	18.1%	-6.0%	-0.5%	-4.0%
CS(=O)(=O)N(CCc1ccccc1)CC(=O)N1CCCCC1	0.2%	/	/	5.4%	-4.5%	-16.7%	0.2%	/	5.8%	/
COc1cc(-c2nc3n(c(=O)c2C#N)CCS3)cc(OC)c1OC	4.1%	0.6%	0.4%	-0.3%	?	-0.2%	0.2%	-2.4%	-1.4%	/
Cn1c(-c2cccc([N+](=O)[O-])c2)cnc1NCc1cccc(F)c1	0.0%	-6.8%	-2.7%	-12.6%	?	-1.9%	-1.2%	-0.8%	3.0%	/
Cc1noc(NS(=O)(=O)c2ccc(NC(=O)CCC3CCCC3)cc2)c1C	-10.4%	-9.6%	-0.3%	0.2%	-0.1%	7.7%	-4.8%	-0.4%	-2.3%	-1.8%
CN(C(=O)c1ccc2c(=O)n3c(nc2c1)CCCCC3)c1ccccc1F	12.4%	-3.5%	-3.0%	2.7%	2.9%	12.1%	4.6%	-1.7%	2.1%	2.3%
Fc1cccc(Cl)c1CSc1nnc(CNc2ccccc2)o1	22.7%	-0.4%	1.6%	37.8%	-6.8%	?	-9.5%	1.4%	-16.3%	3.2%
C=CCN1C(=O)S/C(=C/c2ccc(Sc3nc4ccccc4[nH]3)o2)C1=O	-83.9%	-17.1%	-3.7%	28.4%[10 µM]	/	?	-7.1%	16.3%	3.4%	7.9%
O=C(N/N=C/c1cccc(OC(=O)c2ccc([N+](=O)[O-])cc2)c1)c1cccnc1	-4.2%	2.8%	-6.3%	-6.8%	-4.9%	0.0%	2.5%	4.6%	1.9%	-1.6%
C=C1C(C(=O)Nc2ccc(F)cc2)C1C(=O)Nc1ccc(F)cc1 (stereo not given)	-2.7%	-1.9%	-2.7%	3.3%	-5.1%	-14.9%	7.0%	?	0.0%	0.3%
Cc1cc(OCC(=O)N2CCC(C(N)=O)CC2)c2c(C)cc(=O)oc2c1	1.0%	-4.9%	-1.5%	3.8%	-4.4%	1.5%	9.8%	1.8%	2.2%	/
COc1ccc(C)cc1NC(=O)c1nn(-c2ccccc2)cc1OC	-84.5%	-5.5%	-13.4%	-43.8%	-2.0%	-11.8%	/	-16.5%	?	4.0%
CCOC(=O)c1ccc(N/C(=N\S(=O)(=O)c2ccccc2C)c2ccccc2)cc1	-13.7%	7.9%	-1.0%	?	4.1%	-2.2%	10.9%	-6.0%	2.6%	-4.7%
O=C(NCC1CC1)c1ccccc1Cl	2.5%	0.7%	-2.3%	0.4%	5.1%	10.6%	-12.2%	-0.8%	-0.7%	1.8%
Cc1cccc(/C=C2\CCC(C3CCCC3)C2=O)c1 (stereo not given)	-2.7%	21.4%	24.4%	-11.8%	-6.5%	?	-1.7%	?	4.78µM*	?
COc1cccc2[nH]c(C(=O)NCC3CCCO3)cc12 (stereo not given)	12.1%	3.7%	-0.8%	-1.2%	-0.2%	14.6%	-4.4%	2.7%	-11.0%	6.8%
O=C(Cn1c(SCc2ccccc2)nc2ccccc21)N1CCOCC1	71.3%	13.9%	15.4%	?	-9.0%	20.8%	-0.1%	9.6%	?	4.0%
CCS(=O)(=O)n1nc(-c2ccc(Cl)cc2)nc1SC	?	?	26.3%	?	-5.4%	?	-2.9%	6.3%	-13.8%	?
C=C(C)C1CC=C(C)/C(=N\NC(=O)CNc2ccccc2OC)C1 (stereo not given)	23.8%	18.6%	1.1%	18.3%	-2.1%	-0.4%	8.4%	-1.3%	-7.9%	7.0%
O=C(CCc1ccccc1)C(=O)N1CCCC(C(=O)c2cccc(Cl)c2)C1 (stereo not given)	0.0%	-0.9%	-3.7%	3.5%	-4.3%	23.3%	-1.8%	-1.8%	2.7%	-3.1%
CCOC(=O)N1CCN(c2c(N3CCc4ccccc4C3)c(=O)c2=O)CC1	-0.7%	-9.1%	-2.5%	?	?	-1.3%	?	7.3%	3.8%	-0.1%
Cc1ccc(CNc2nc3c([nH]2)c(=O)n(C)c(=O)n3C)cc1	-13.5%	-7.0%	-0.7%	1.8%[10 µM]	-11.8%	3.7%	9.0%	-2.0%	6.2%	-2.3%
O=C(COC(=O)C1CC2CCCC(C1)C2=O)Nc1ccc(Cl)cn1 (stereo not given)	5.8%	-2.4%	-0.3%	/	/	/	-13.8%	0.5%	2.7%	5.1%
CC(C)[C@H](NC(=O)c1ccc(Cl)cc1)C(=O)OCC(=O)N1CCN(c2ccccc2)CC1	-16.1%	/	/	/	/	/	?	-1.4%	/	0.6%
COc1ccc(OC)c(-n2c(C)nc3cc(C(=O)O)ccc32)c1	-36.1%	-6.3%	-0.1%	-6.5%	1.8%	-10.1%	3.9%	-0.2%	-0.5%	12.9%
CC(=O)Nc1ccc2oc(-c3ccccc3Br)nc2c1	?	0.447µM*	0.891µM*	1.4%	15.2%	-9.5%	-4.3%	1.84µM*	2.39µM*	33.7%
Cc1ccc2cccc(NC(=O)c3ccc(Br)o3)c2n1	-86.0%[inhibitor]	1.5%	8.3%	-14.1%	-9.5%	-4.1%	-7.9%	-8.5%	-0.4%	0.1%
Cc1cc(C)nc(SCC(=O)c2ccc([N+](=O)[O-])cc2)n1	1.6%	-10.7%	1.2%	?	?	-3.9%[0.365 µM]	4.1%	2.1%	-1.9%	-0.1%
Cc1sc(NC(=O)c2ccccc2F)c(CN2CCCCC2C)c1C (stereo not given)	?	?	?	-24.4%	5.8%	10.5%	-1.1%	?	?	?
NC(=S)N=Nc1c(O)n(C2OC(=O)c3ccccc32)c2ccccc12 (stereo not given)	2.2%	-8.2%	-1.0%	18.5%	0.9%	-1.6%	0.6%	4.2%	-13.8%	-3.8%
Fc1ccc(CNc2nc3ccccc3n3nnnc23)cc1	1.9%	-7.4%	-2.0%	-12.8%	5.7%	-12.9%	7.6%	?	-1.8%	5.7%
CC(C)(C)NC(=O)CCN(/N=C/c1ccccc1F)C1=NS(=O)(=O)c2ccccc21	-61.6%	0.9%	0.2%	19.0%	-3.8%	-1.8%	2.5%	-11.6%	2.6%	-0.8%
O=C(O)CSC1c2ccccc2C(=O)N1Cc1ccccc1 (stereo not given)	-15.6%	-2.3%	-1.2%	-11.9%	-0.7%	1.3%	1.3%	0.1%	2.9%	10.4%
COc1ccc2nc(SCC(=O)Nc3nccs3)[nH]c2c1	47.9%	15.2%	11.4%	25.5%	-13.2%	-1.5%	6.4%	1.4%	?	9.2%
Cc1noc(C)c1S(=O)(=O)N1CCN(C(c2ccccc2)c2ccc(Cl)cc2)CC1 (stereo not given)	-1.6%	-22.5%	1.7%	38.5%	-1.5%	2.9%	7.2%	-10.1%	0.7%	-3.3%
COc1ccc(S(=O)(=O)NC2CC3CCC2C3)cc1Cl (stereo not given)	-18.4%	-0.8%	-2.2%	-3.6%	-9.5%	6.3%	/	-1.4%	4.3%	5.5%
COCC(C)n1c(SCC(=O)NC(=O)NCc2ccccc2)nc2ccccc2c1=O (stereo not given)	-24.8%	/	/	/	/	/	-4.8%	-3.7%	/	-16.5%
C/C(CC(=O)N(C(C)C)C(C)C)=N\NC(=O)COc1ccc(Cl)cc1Cl	-3.4%	-2.6%	-7.3%	?	2.3%	-13.8%	-7.9%	-3.5%	-13.2%	1.8%

An excerpt from above, reduced to FLuc counter and p53 reactivator:
SMILES	FLuc counter	p53 reactivator
COc1cccc2[nH]c(C(=O)NCC3CCCO3)cc12 (stereo not given)	-11.0%	6.8%
Cc1ccc2cccc(NC(=O)c3ccc(Br)o3)c2n1	-0.4%	0.1%
